High-throughput results deposited in PubChem by Broad Institute.
Xi reactivation – activators of X-chromosome reactivation in mouse fibroblasts; XiGFP mouse fibroblasts, % GFP-positive cells imaging, 3 d; cells co-treated with 5-aza-dC sensitizer; scaled so ellipticine positive control = 100%; activation, % at 7.58 µM; hit rate 0.055% among 360,000;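 active means mean normalized replicate activation at least 10% and every replicate at or above 10%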;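 further: 0% = median of on-plate neutral control wells and 100% = ellipticine 6 µM median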
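Material: XiGFP fibroblasts, SV40-immortalized; Buffer or medium: DMEM containing 5-aza-dC; Compound dosing: single point; Times: 3 days compound exposure.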
ARNT-TACC3 inh – disrupts binding between human ARNT and TACC3. Q9Y6A5. AlphaScreen His-ARNT PAS-B/GST-TACC3 binding, luminescence; TACC3 fragment carries E629A point mutation. inhibition, % at 9.99 µM. hit rate 0.66% among 390,000;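 active means mean inhibition of replicates at least 50% and at least half of replicates each reaching 50%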;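 further: 0% = complete ARNT plus TACC3 wells and 100% = ARNT alone without TACC3; many hits fall short of the cut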
DENV2 CPE – inhibitors of DENV2 cytopathic effect. DENV2-infected cells, cytopathic effect rescue, plate reader. CPE inhibition, % at 9.99 µM. hit rate 1.7% among 350,000; in the data active means CPE inhibition above about 20%, passing the limit was not always enough; tested in BHK-21 cells;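 further: 0% = median of neutral control wells and 100% = median of positive control wells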
GSIS activator – primary screen for activators of insulin secretion dependent on glucose, INS-1E cells, GLuc reporter luminescence; AID 743287; hit rate 0.61% among 370,000; INS-1E GLuc reporter insulin secretion, 2-3 h; activation, % at 16.6 µM;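 active means lowest replicate activation of at least 40%, so every replicate reaches that level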;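 further: 0% = median of neutral control wells and 100% = median of IBMX positive control wells; some compounds called inactive have numbers as strong as hits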
ERp5 block – blocks human ERp5 reductase activity on insulin. inhibition, % at 9.99 µM. Q15084. hit rate 0.05% among 350,000. ERp5 insulin aggregation, absorbance 650 nm, 90 min;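 active means mean replicate inhibition above about 25%, with every replicate also reaching it, limit read from the data, passing the limit was not always enough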
Target sequence (Q15084 whole entry, looked up): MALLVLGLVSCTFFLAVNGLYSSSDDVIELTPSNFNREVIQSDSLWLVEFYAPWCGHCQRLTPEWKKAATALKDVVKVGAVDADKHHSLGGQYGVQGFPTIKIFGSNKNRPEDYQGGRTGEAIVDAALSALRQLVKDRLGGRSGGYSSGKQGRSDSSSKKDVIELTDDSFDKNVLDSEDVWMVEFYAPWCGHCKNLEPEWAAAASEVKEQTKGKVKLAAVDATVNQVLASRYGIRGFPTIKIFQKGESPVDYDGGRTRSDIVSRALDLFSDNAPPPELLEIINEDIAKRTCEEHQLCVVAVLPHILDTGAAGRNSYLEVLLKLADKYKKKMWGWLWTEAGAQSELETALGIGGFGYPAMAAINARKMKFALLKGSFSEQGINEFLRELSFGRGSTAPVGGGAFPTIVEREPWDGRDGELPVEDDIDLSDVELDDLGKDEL
PAX8 inh HTS – lowers PAX8-driven luciferase in RMG-I cells | RMG-I TPO-luciferase reporter, SteadyGlo, 24 h | inhibition, % at 12.6 µM | hit rate 1.2% among 360,000;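 active means mean replicate inhibition at least 60% with every replicate also reaching 60%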;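 further: luciferase light reporting Pax8 driven TPO promoter activity; plate controls were median of neutral control wells for no effect and mitoxantrone controls for full effect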
CFTR F508del cor – CFTR F508del correction in bronchial cells | CFBE cells, YFP halide quenching; stimulated with forskolin plus potentiator P3; % fluorescence drop versus neutral controls | activity (quench increase), % at 7.58 µM | hit rate 0.36% among 350,000 | AID 720511;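 active means mean added fluorescence quench of at least 8% versus neutral control, with both replicates also reaching 8%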;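 further: cells transiently co-express mutant CFTR-F508del with the halide-sensitive YFP; corrector assay measuring rescue of mutant channel to the surface after 24 h compound exposure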
EWS-Fli block – EWS/Fli transcriptional activity inhibition; A673 NR0B1-luciferase reporter, viability-normalised; inhibition, % at 12.6 µM; hit rate 0.67% among 350,000; AID 651661;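 active means mean inhibition of at least 50% after viability correction, with every replicate also passing that limit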;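 further: firefly luciferase signal divided by Alamar Blue viability fluorescence both relative to DMSO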
Active calls of the source: *.

COc1ccc(OC)c(C(=O)N/N=C/c2ccccn2)c1 was read as Xi reactivation -0.1, ARNT-TACC3 inh 19.2, DENV2 CPE -4.6, ERp5 block 2.5, PAX8 inh HTS -32.8 and EWS-Fli block -2.2.
Screening O=C(N[C@H]1CC[C@@H](CCNC(=O)C2CCCCC2)O[C@H]1CO)c1ccncc1 returned Xi reactivation 0.3, ARNT-TACC3 inh -3.1, DENV2 CPE 10.0, GSIS activator 19.2, ERp5 block -0.3, PAX8 inh HTS -15.6, CFTR F508del cor 0.7 and EWS-Fli block -2.8.
O=S(=O)(Nc1cccc(-n2cnnn2)c1)c1cccc(Cl)c1 was read as Xi reactivation 0.0, ARNT-TACC3 inh -5.3, DENV2 CPE 59.3*, GSIS activator -7.7, ERp5 block -0.4, PAX8 inh HTS -15.2, CFTR F508del cor -2.6 and EWS-Fli block -5.6.
For COc1ccc(N(CC(=O)NCCSCc2ccccc2Cl)S(C)(=O)=O)cc1Cl the results were Xi reactivation 0.3, ARNT-TACC3 inh 4.0, DENV2 CPE -11.2, GSIS activator -33.1, ERp5 block 3.6, PAX8 inh HTS 8.4, CFTR F508del cor 3.8 and EWS-Fli block -6.4.
`O=C(N[C@@H]1CC[C@H](CC(=O)N2CCCCC2)O[C@@H]1CO)c1ccccn1` gave Xi reactivation 0.3, ARNT-TACC3 inh -4.9, DENV2 CPE 7.5, GSIS activator 15.3, ERp5 block -6.7, PAX8 inh HTS -30.2, CFTR F508del cor 2.4 and EWS-Fli block 0.3.
`CO[C@@H]1CN(C)C(=O)c2cc(NC(=O)c3cc(C)on3)ccc2OC[C@H](C)N(CC2CC2)C[C@H]1C` gave Xi reactivation 0.2, ARNT-TACC3 inh -2.8, DENV2 CPE -5.8, GSIS activator 14.8, ERp5 block -3.2, PAX8 inh HTS -6.4, CFTR F508del cor 0.0 and EWS-Fli block -2.2.
Screening C/C=C/c1ccc([C@H]2[C@@H](CO)N(C(=O)Cc3cccnc3)[C@H]2CNC(C)=O)cc1 returned Xi reactivation -0.1, ARNT-TACC3 inh -3.3, DENV2 CPE 0.8, GSIS activator 5.2, ERp5 block -4.8, PAX8 inh HTS -2.9, CFTR F508del cor 4.0 and EWS-Fli block 23.0.
CCOC(=O)c1cn2nc(Oc3cccc(F)c3)ccc2n1 was read as Xi reactivation 0.1, ARNT-TACC3 inh -6.7, DENV2 CPE 5.5, GSIS activator -1.3, ERp5 block -3.8, PAX8 inh HTS -17.2 and EWS-Fli block 2.5.
For CC1(C(=O)NS(=O)(=O)c2cccc(OC(F)F)c2)CCN1C(=O)COc1ccc(Cl)cc1 (stereo not drawn) the results were Xi reactivation 0.0, DENV2 CPE 14.3, GSIS activator 10.4, ERp5 block 5.6, PAX8 inh HTS 7.1, CFTR F508del cor -0.3 and EWS-Fli block -7.6.
Screening O=C(OCC(=O)N1CCN(S(=O)(=O)c2ccc(Cl)cc2)CC1)C1CCC1 returned Xi reactivation -0.1, ARNT-TACC3 inh -6.5, DENV2 CPE -3.5, GSIS activator 6.7, ERp5 block -7.8, PAX8 inh HTS 0.6, CFTR F508del cor 1.0 and EWS-Fli block -7.2.
COc1ccc(NC(=O)N(C)C[C@H]2Oc3ccc(NC(=O)CCC(F)(F)F)cc3CC(=O)N([C@@H](C)CO)C[C@H]2C)cc1 was read as Xi reactivation 0.0, ARNT-TACC3 inh 0.3, DENV2 CPE 2.3, GSIS activator 5.9, ERp5 block 6.3, PAX8 inh HTS -0.9, CFTR F508del cor 3.2 and EWS-Fli block -3.1.
`CC(=O)Nc1cc[n+](C(C)C(=O)c2ccc(Br)cc2)cc1` (stereo not drawn) gave Xi reactivation 0.2, ARNT-TACC3 inh -6.0, DENV2 CPE -0.5, GSIS activator -3.7, ERp5 block 7.1, PAX8 inh HTS 14.4, CFTR F508del cor -1.7 and EWS-Fli block 16.7.
COCC#Cc1ccc2c(c1)O[C@H](CN(C)Cc1cncnc1)[C@H](C)CN([C@@H](C)CO)S2(=O)=O was read as Xi reactivation -0.7, ARNT-TACC3 inh -4.9, DENV2 CPE 8.1, GSIS activator 10.9, ERp5 block 2.6, CFTR F508del cor 1.5 and EWS-Fli block -9.3.
For O=C(CSc1nnc(C2CC2)n1C1CC1)c1cc(F)ccc1F the results were Xi reactivation 0.0, ARNT-TACC3 inh -1.1, DENV2 CPE 2.9, GSIS activator -3.9, ERp5 block -0.7, PAX8 inh HTS 7.8, CFTR F508del cor -8.1 and EWS-Fli block 7.2.
For CC(/C=C1\SC(=S)N(CCC(=O)Nc2cccc(C(=O)O)c2)C1=O)=C\c1ccccc1 the results were Xi reactivation -0.1, ARNT-TACC3 inh 4.2, DENV2 CPE 11.8, GSIS activator -14.0, ERp5 block 3.9, PAX8 inh HTS -2.0, CFTR F508del cor -2.2 and EWS-Fli block 1.1.
`COc1cccc(C2CC(c3cccs3)=NN2S(C)(=O)=O)c1` (stereo not drawn) gave Xi reactivation 0.0, ARNT-TACC3 inh 5.4, DENV2 CPE -5.0, GSIS activator -5.2, ERp5 block 4.5, PAX8 inh HTS 1.4, CFTR F508del cor 3.4 and EWS-Fli block -2.7.
Screening O=C(Nn1cnnc1)c1ccc(Br)s1 returned Xi reactivation 0.1, ARNT-TACC3 inh -22.4, DENV2 CPE 2.8, GSIS activator 12.4, ERp5 block 2.2, PAX8 inh HTS -1.4 and EWS-Fli block -9.9.
C[C@@H]1C=CC(=O)O[C@@H]1c1ccc(Cl)cc1 was read as Xi reactivation 0.0, DENV2 CPE -10.7, ERp5 block 2.6, PAX8 inh HTS 0.6, CFTR F508del cor 7.1 and EWS-Fli block -4.3.
NS(=O)(=O)c1ccc(NC(=O)c2cc(-c3cccs3)nc3ccccc23)cc1 was read as Xi reactivation 0.0, ARNT-TACC3 inh -3.5, GSIS activator 15.2 and PAX8 inh HTS 14.9.
Screening O=C(O)c1ccc(N2C(=O)CSC2c2cccc([N+](=O)[O-])c2)cc1 (stereo not drawn) returned Xi reactivation 0.7, ARNT-TACC3 inh -2.3, DENV2 CPE -0.6, GSIS activator 12.0, ERp5 block -4.3, PAX8 inh HTS -9.7, CFTR F508del cor -3.7 and EWS-Fli block -4.3.
Screening O=C(CCc1nc(-c2ccccc2Cl)no1)NCC1CCCO1 (stereo not drawn) returned Xi reactivation 0.1, ARNT-TACC3 inh -4.5, DENV2 CPE 2.9, GSIS activator 3.3, ERp5 block -0.3, PAX8 inh HTS 4.0, CFTR F508del cor 3.9 and EWS-Fli block -13.8.
Screening CCOC(=O)COc1ccc2c(c1)C(=O)CC(C)(C)O2 returned ARNT-TACC3 inh -0.9, DENV2 CPE 5.3, GSIS activator -45.9, ERp5 block -4.9, CFTR F508del cor -0.3 and EWS-Fli block 1.1.
Screening N=c1sccn1CC(=O)Nc1cccc(S(=O)(=O)N2CCCCCC2)c1 returned Xi reactivation -0.1, ARNT-TACC3 inh 1.1, DENV2 CPE -3.6, GSIS activator -18.0, ERp5 block 3.9, PAX8 inh HTS -1.5, CFTR F508del cor 1.0 and EWS-Fli block 18.4.
Screening CO/N=C/c1ccc(Oc2ccc([N+](=O)[O-])cc2[N+](=O)[O-])c(OC)c1 returned Xi reactivation -0.1, ARNT-TACC3 inh -0.4, GSIS activator -23.4 and PAX8 inh HTS -6.0.
Cc1[nH]c2ccccc2c1SCc1nnc(SCc2ccccc2)n1C was read as Xi reactivation 0.0, ARNT-TACC3 inh -4.6, DENV2 CPE 2.7, PAX8 inh HTS 7.2, CFTR F508del cor -0.9 and EWS-Fli block -5.4.
Screening CCOC(=O)C1CCCN(Cc2cn[nH]c2-c2ccc(F)cc2F)C1 (stereo not drawn) returned Xi reactivation 0.1, ARNT-TACC3 inh 2.5, DENV2 CPE 5.3, GSIS activator -10.4, ERp5 block 0.7, PAX8 inh HTS -11.7, CFTR F508del cor -3.1 and EWS-Fli block 4.9.
For CSc1ccc(C(=O)C2CCCN(C(=O)c3cccc(N4CCOCC4)c3)C2)cc1 (stereo not drawn) the results were Xi reactivation 0.6, ARNT-TACC3 inh -3.1, DENV2 CPE 3.5, ERp5 block -0.2, PAX8 inh HTS -0.7, CFTR F508del cor -1.4 and EWS-Fli block -2.9.
CCC(=O)Nc1ccc2c(c1)C(=O)N(C)C[C@@H](OC)[C@@H](C)CN(C(C)=O)[C@@H](C)CO2 was read as Xi reactivation 0.3, ARNT-TACC3 inh 14.1, DENV2 CPE 31.9*, GSIS activator 3.8, ERp5 block -1.3, PAX8 inh HTS -12.7 and EWS-Fli block -1.0.
For O=C(Oc1cc2oc(=O)c3c(c2cc1Cl)CCCC3)c1cccs1 the results were Xi reactivation 0.0, ARNT-TACC3 inh 3.1, DENV2 CPE 4.1, GSIS activator 1.1, ERp5 block 0.3, PAX8 inh HTS 7.6, CFTR F508del cor 0.8 and EWS-Fli block 6.9.
`COc1cccc(OC)c1C(=O)Nc1ccc(S(=O)(=O)Nc2ncccn2)cc1` gave Xi reactivation 0.0, ARNT-TACC3 inh -7.4, DENV2 CPE 5.5, GSIS activator -0.9, ERp5 block -0.7, PAX8 inh HTS 12.3, CFTR F508del cor 1.5 and EWS-Fli block -6.4.
COC(=O)c1c(NC(=O)CN2CCC3(O)CCCCC3C2c2ccc(OC)cc2OC)sc(C)c1C (stereo not drawn) was read as Xi reactivation 0.4, ARNT-TACC3 inh -2.8, DENV2 CPE 4.0, ERp5 block -5.9, PAX8 inh HTS 14.3 and EWS-Fli block -12.4.
`CCOC(=O)c1c(-c2cc(OC)c(OC)c(OC)c2)csc1NC(=O)c1ccccc1` gave Xi reactivation 0.2, DENV2 CPE -5.1, GSIS activator -0.3, ERp5 block 0.8, PAX8 inh HTS 14.6, CFTR F508del cor 1.3 and EWS-Fli block -13.2.
COc1ccc(/C=C/C(=O)c2ccc(C)c([N+](=O)[O-])c2)cc1O was read as Xi reactivation 0.0, ARNT-TACC3 inh -10.7, DENV2 CPE -1.4, GSIS activator -25.5, ERp5 block 3.6, PAX8 inh HTS -29.4 and EWS-Fli block -5.9.
COCCNc1nnc(SCC(=O)NC(=O)c2ccccc2OC)s1 was read as Xi reactivation 0.4, ARNT-TACC3 inh -2.2, DENV2 CPE 3.2, GSIS activator 5.7, ERp5 block 7.1, PAX8 inh HTS 1.2 and CFTR F508del cor -1.2.
`CCN(CCCNC(=O)CNC(=O)c1nn(-c2ccc(OC)c(OC)c2)c(=O)c2ccccc12)c1ccccc1` gave Xi reactivation 0.1, ARNT-TACC3 inh -0.2, DENV2 CPE 1.9, GSIS activator -4.8, ERp5 block 6.6, PAX8 inh HTS 13.2 and CFTR F508del cor -1.4.
Screening CSc1nc(/C=C2\C=Nc3ccccc32)c(O)n1C returned Xi reactivation -0.2, ARNT-TACC3 inh 42.6, GSIS activator 2.9, PAX8 inh HTS 2.9 and EWS-Fli block -14.0.
COc1ccc(NC(=O)CN2CCN(c3c(C)cc(C)cc3C)CC2)cc1 was read as Xi reactivation 0.1, ARNT-TACC3 inh 0.7, DENV2 CPE -2.3, GSIS activator -6.3, ERp5 block -0.4, PAX8 inh HTS 16.4, CFTR F508del cor -0.1 and EWS-Fli block -1.9.
`Cc1nc(-c2ccccc2)sc1C(=O)O` gave Xi reactivation 0.0, ARNT-TACC3 inh -6.9, GSIS activator 14.4, ERp5 block 1.1, PAX8 inh HTS 0.8, CFTR F508del cor -3.7 and EWS-Fli block -10.6.
Screening O=C(NNC1=NS(=O)(=O)c2ccccc21)c1ccc([N+](=O)[O-])cc1 returned Xi reactivation 0.1, ARNT-TACC3 inh -2.7, DENV2 CPE -0.9, GSIS activator -5.6, ERp5 block 3.9, PAX8 inh HTS 5.6, CFTR F508del cor -2.1 and EWS-Fli block 4.0.
